High-throughput results as filed in PubChem.
Xi reactivation: activators of inactive X chromosome reactivation, primary screen, imaging, XiGFP fibroblasts, GFP high-content imaging, set 2; XiGFP mouse fibroblasts, % GFP-positive cells imaging, 3 d; cells co-treated with 5-aza-dC sensitizer; scaled so ellipticine positive control = 100%; activation, % at 7.58 µM; 0.055% of 360,000 active;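 active means mean normalized replicate activation at least 10% and every replicate at or above 10%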;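 further: 0% = median of on-plate neutral control wells and 100% = ellipticine 6 µM median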
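Assay system: SV40-immortalized XiGFP fibroblast cells, line 68-5-11; buffer or medium: DMEM plus 5-aza-dC sensitizer; compound: one concentration, pinned; timing: compounds 3 days, fix/stain 15 min at room temperature; benchmarks: positive control ellipticine, 6 µM final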
S100A4 inh HTS: inhibitors of S100A4-myosin IIA peptide binding, primary screen, biochemical, fluorescence polarization, TAMRA-MyoIIA peptide | AID 652163, 2013 | inhibition, % at 10.7 µM | Protein S100-A4 (Homo sapiens), P26447 | 0.14% of 360,000 active;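 active means mean inhibition of at least 70% across replicates, with every replicate also reaching that level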
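Material: human S100A4 monomer with TAMRA-labelled myosin IIA peptide; buffer or medium: HEPES pH 7.2 with CaCl2, KCl, NaCl, DTT, Triton; compound dosing: one concentration per compound; schedule: 5 min incubation before reading; benchmarks: neutral control DMSO, positive control TFP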
RAD52 anneal inh: RAD52 DNA annealing inhibitors, primary screen, biochemical, FRET, single point, set 2; DNA repair protein RAD52 homolog (Homo sapiens), P43351; recombinant RAD52 DNA annealing, FRET fluorescence; inhibition, % at 18.7 µM; 0.46% of 360,000 active; AID 651710, 2012;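 active means every replicate showing at least 50% inhibition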
RAD54 branch: inhibitors of human RAD54 branch migration, primary screen, biochemical, fluorescence, single point. DNA repair and recombination protein RAD54-like (Homo sapiens), Q92698. RAD54 Holliday junction branch migration, FAM/BHQ fluorescence. inhibition, % at 10.4 µM. 0.14% of 360,000 active. AID 602329, 2012;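 active means mean normalized replicate activity at least 40 and at least half of replicates scoring 40 or more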;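 further: 0% = median of neutral control wells and 100% = median of positive control wells; inhibitors cause a drop in the FAM fluorescence signal; in these data hits start at about 50%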
esBAF inh: Bmi1 luciferase reporter increase in mESCs, primary screen, esBAF inhibitor project, mouse ES cells, Bmi1 luciferase knock-in, single point | reporter increase, % at 12.5 µM | 2% of 350,000 active | 24 h; 100% = twice the neutral-well signal | AID 602393, 2012; in the data active means activation above about 40%;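 further: 0% = median of the plate's neutral control wells and 100% = double that signal; a rise in the Bmi1 reporter signal indicates esBAF inhibition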
E-sel inducer: E-selectin induction in HUVECs, primary screen, imaging, HUVEC, immunofluorescence imaging, single point; P16581; normalized: neutral wells 0, TNF-alpha wells 100; activation, % at 7.58 µM; 0.37% of 260,000 active;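 active means mean E-selectin-positive cell signal at least 10% of the positive control, reached in at least 60% of replicates, without over 20% cell loss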;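 further: in these data hits start at about 27%; measured in HUVEC primary endothelial cells; signal is the percent of cells scored E-selectin positive by PE staining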
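Test system: HUVEC; input: 3,000 HUVEC/well; measured by: immunofluorescence imaging; read-out: % PE-positive cells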
FN deposition inh: inhibitors of fibronectin matrix deposition, primary screen, AH1F cells, Alexa488-fibronectin fluorescence, plate reader | AH1F fibroblasts, overnight | inhibition, % at 12.6 µM | 0.086% of 350,000 active | AID 743247, 2014;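 active means mean inhibition across replicates of 30% or more, regardless of how many single replicates reach that level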;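 further: positive control wells lacked labelled fibronectin entirely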
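material = AH1F fibroblast monolayer depositing Alexa488-labelled fibronectin into matrix | amount = 10000 AH1F cells/well | buffer or medium = DMEM plus 2% serum, read in PBS | incubation = 1 h cell adhesion before compound, then overnight fibronectin incubation | detection = fluorescence at 485 nm excitation, 525 nm emission | evaluation = percent inhibition as loss of matrix-bound fibronectin fluorescence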
EWS-Fli inh: EWS/Fli-driven NR0B1 reporter inhibitors, primary screen, A673 cells, NR0B1 luciferase, luminescence, MLPCN library. viability-normalised. inhibition, % at 12.6 µM. 0.67% of 350,000 active. AID 651661, 2012;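 active means mean inhibition of at least 50% after viability correction, with every replicate also passing that limit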;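 further: firefly luciferase signal divided by Alamar Blue viability fluorescence both relative to DMSO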
An asterisk follows results filed as active; . = no result given. The order is random; any-hit rate near 3%.

SMILES | Xi reactivation | S100A4 inh HTS | RAD52 anneal inh | RAD54 branch | esBAF inh | E-sel inducer | FN deposition inh | EWS-Fli inh
CCC1CSC(Nc2ccc(C(=O)/C=C/c3cccc(C)c3)cc2)=N1 (configuration not stated) | 0.1 | 2 | -97 | . | . | . | -12 | -10
CCOC(=O)CN(C(=O)c1snc(C(N)=O)c1N)C(C(=O)NC1CCCCC1)c1ccc(F)cc1 (configuration not stated) | 0.0 | -7 | 1 | 8 | 6 | . | -1 | 11
CCCNC(=O)C1(C)CCN(CCC(=O)c2ccc(Br)cc2)C1 (configuration not stated) | 0.2 | -17 | -1 | 10 | 1 | -0.1 | -1 | 0
Cc1cc(=O)oc2cc(OCc3ccccc3)ccc12 | 0.1 | -15 | -8 | -8 | 26 | 0.1 | 1 | -113
CC(C)N(Cc1nccn1C)C(=O)c1cc(COc2ccc3ncccc3c2)on1 | 1.2 | -1 | 1 | -5 | 3 | 0.0 | -2 | 6
CO[C@H]1CN(C)C(=O)c2ccc(NC(C)=O)cc2OC[C@@H](C)N(C(=O)Cc2ccccn2)C[C@@H]1C | 0.0 | 2 | 0 | 7 | 0 | -0.2 | -1 | 1
COc1ccc(S(=O)(=O)N(C)C[C@H]2Oc3c(NC(=O)c4ccc(-c5nccs5)cc4)cccc3C(=O)N([C@H](C)CO)C[C@@H]2C)cc1 | 0.3 | -1 | -9 | 4 | -2 | . | -6 | 4
Cc1ccc(S(=O)(=O)NC(C(=O)O)c2ccccc2)cc1 (configuration not stated) | 0.0 | 6 | -11 | . | -9 | . | 0 | 5
CCCCn1c(N)c(N(CCC(C)C)C(=O)c2oc3ccc(OCC)cc3c2C)c(=O)[nH]c1=O | 0.0 | 0 | -20 | . | 9 | 0.4 | -8 | 2
CC(=O)Nc1ccc(S(=O)(=O)NCC(=O)OCC(=O)NC(=O)C2CCCCC2)cc1 | 0.4 | . | . | 7 | -6 | . | -10 | .
CCCNC(=O)Nc1ccc2c(c1)OC[C@@H](C)N(Cc1ccc(-c3ccccn3)cc1)C[C@H](C)[C@@H](OC)CN(C)C2=O | 0.4 | 28 | 6 | -6 | 4 | -0.1 | 5 | 4
Cc1noc(C)c1NC(=O)N(C)C[C@@H]1Oc2ccc(NS(=O)(=O)c3cn(C)cn3)cc2CC(=O)N([C@@H](C)CO)C[C@H]1C | -0.9 | -32 | 6 | 0 | -1 | . | -17 | -4
Cc1ccc(S(=O)(=O)N2CCOCC2)cc1C(=O)N1CC(C)CC(C)C1 (configuration not stated) | 0.0 | -3 | -7 | 9 | -6 | . | -3 | 6
COc1cccc(N(C(=O)c2snc(C(N)=O)c2N)C(C(=O)NCC2CCCO2)c2ccc(C)o2)c1 (configuration not stated) | 0.2 | 0 | -17 | -4 | -5 | 0.3 | 7 | -1
O=C(c1cccc(F)c1)N1C[C@H]2[C@@H](c3ccccc31)[C@H](CO)N2C(=O)C1CCCCC1 | 0.3 | 5 | -18 | 1 | -4 | 0.4 | . | -2
COc1cccc(CNc2nc(NCC3CC3)nc3ccsc23)c1OC | 0.0 | -5 | 11 | -3 | . | -1.1 | -3 | 15
C[C@H]1CN([C@@H](C)CO)C(=O)CCCn2nncc2CO[C@@H]1CN(C)C(=O)Nc1ccc(-c2cccs2)cc1 | 0.3 | -4 | -5 | -5 | 17 | -0.2 | 2 | -10
Cc1cc(C)c(O)c(NC(=S)NC(=O)Cc2ccccc2)c1 | 0.2 | 0 | -4 | 13 | 2 | -0.2 | -24 | -8
CCOC(=O)C1=NOC2(C1)C(=O)Nc1ccc(OC(F)(F)F)cc12 (configuration not stated) | 0.1 | -17 | -3 | . | . | 0.0 | 2 | 4
CCOC(=O)C1=C[C@@H](c2ccccc2)N(S(=O)(=O)c2ccc(C)cc2)[C@H]1c1ccccc1Cl | 0.0 | -2 | -6 | 10 | 2 | -0.2 | -2 | 0
C[C@@H]1CN([C@H](C)CO)C(=O)Cc2cc(N(C)C)ccc2O[C@H]1CN(C)S(=O)(=O)c1ccc(Cl)cc1 | -0.9 | -5 | -3 | 2 | -10 | . | . | 7
O=C(COC(=O)c1ccco1)NCc1ccco1 | . | . | . | -12 | -10 | 0.3 | -3 | .
CN(c1ccccc1)S(=O)(=O)c1cccc(C(=O)N2CCCCCC2)c1 | 0.0 | -2 | 0 | -5 | 1 | 0.0 | 5 | 3
Cc1cc(C(=O)NCCc2ccc(S(N)(=O)=O)cc2)no1 | 0.0 | -1 | -11 | . | . | . | 3 | -12
Cn1ccsc1=NC(=O)c1cccc(OC(F)F)c1 | 0.3 | 0 | 7 | 10 | 53* | -0.1 | 4 | -104
Cc1cc(C(=O)Nc2cccc3c2O[C@H](CN(C)C(=O)NC(C)C)[C@@H](C)CN([C@H](C)CO)C3=O)n(C)n1 | 0.0 | -5 | -1 | 0 | 1 | 0.0 | -6 | -9
CCCC(=O)Nc1c2c(nn1-c1cccc(Cl)c1)CS(=O)(=O)C2 | 0.4 | 7 | -4 | 4 | -2 | . | -1 | -4
CC(OC(=O)c1ccc(S(C)(=O)=O)c([N+](=O)[O-])c1)C(=O)NC1C2CC3CC(C2)CC1C3 (configuration not stated) | 0.0 | -5 | -6 | -3 | -57 | -0.3 | . | 50
CCCc1c(C(=O)Nc2ccc(F)cc2)cnn1-c1ccccc1 | 0.0 | -1 | -7 | -7 | . | 2.1 | -14 | -26
O=C(CC1CC1)N1CC[C@H]2[C@H](CO)Nc3ccc(-c4ccc(F)cc4)cc3[C@H]21 | 0.1 | . | . | 13 | 3 | 0.3 | 0 | -14

Exported in markdown: part of the list above
| SMILES | Xi reactivation | S100A4 inh HTS | RAD52 anneal inh | RAD54 branch | esBAF inh | E-sel inducer | FN deposition inh | EWS-Fli inh |
| --- | --- | --- | --- | --- | --- | --- | --- | --- |
| O=C(COC(=O)c1ccco1)NCc1ccco1 | . | . | . | -12 | -10 | 0.3 | -3 | . |
| CN(c1ccccc1)S(=O)(=O)c1cccc(C(=O)N2CCCCCC2)c1 | 0.0 | -2 | 0 | -5 | 1 | 0.0 | 5 | 3 |
| Cc1cc(C(=O)NCCc2ccc(S(N)(=O)=O)cc2)no1 | 0.0 | -1 | -11 | . | . | . | 3 | -12 |
| Cn1ccsc1=NC(=O)c1cccc(OC(F)F)c1 | 0.3 | 0 | 7 | 10 | 53* | -0.1 | 4 | -104 |
| Cc1cc(C(=O)Nc2cccc3c2O[C@H](CN(C)C(=O)NC(C)C)[C@@H](C)CN([C@H](C)CO)C3=O)n(C)n1 | 0.0 | -5 | -1 | 0 | 1 | 0.0 | -6 | -9 |
| CCCC(=O)Nc1c2c(nn1-c1cccc(Cl)c1)CS(=O)(=O)C2 | 0.4 | 7 | -4 | 4 | -2 | . | -1 | -4 |
| CC(OC(=O)c1ccc(S(C)(=O)=O)c([N+](=O)[O-])c1)C(=O)NC1C2CC3CC(C2)CC1C3 (configuration not stated) | 0.0 | -5 | -6 | -3 | -57 | -0.3 | . | 50 |
| CCCc1c(C(=O)Nc2ccc(F)cc2)cnn1-c1ccccc1 | 0.0 | -1 | -7 | -7 | . | 2.1 | -14 | -26 |
| O=C(CC1CC1)N1CC[C@H]2[C@H](CO)Nc3ccc(-c4ccc(F)cc4)cc3[C@H]21 | 0.1 | . | . | 13 | 3 | 0.3 | 0 | -14 |

Following part.
SMILES | Xi reactivation | S100A4 inh HTS | RAD52 anneal inh | RAD54 branch | esBAF inh | E-sel inducer | FN deposition inh | EWS-Fli inh
CCCN(C)C[C@@H]1Oc2cc(C#CCN(C)C)ccc2S(=O)(=O)N([C@H](C)CO)C[C@@H]1C | 0.0 | 15 | 0 | -2 | -2 | 0.5 | -1 | 4
CCOC(=O)C1=C(c2ccccc2)NC(=O)NC1c1ccc(OC)cc1OC (configuration not stated) | 0.0 | 1 | -7 | . | . | 0.0 | -3 | -13
CN1C(=O)c2cc(NC(=O)Cc3ccccc3)ccc2OC[C@@H]2O[C@H](CC(=O)NCc3ccc(Cl)cc3)CC[C@H]21 | 0.3 | . | . | 1 | -11 | 0.1 | 1 | -7
CSCCNC(=O)Nc1c(-c2c(Cl)cccc2Cl)noc1C | 0.0 | 0 | 1 | . | . | . | 8 | 13
Cc1ccc(C(=O)COC(=O)CCN2C(=O)C3C4CCC(C4)C3C2=O)cc1C (configuration not stated) | 0.1 | -17 | -11 | -3 | 0 | 0.0 | 4 | 0
CCn1c(SCC(=O)Nc2ccc(OC)cc2)nc2nc3c(cc2c1=O)CCCC3 | 0.1 | -3 | -10 | 3 | . | 0.0 | 7 | 13
Cc1ccc(S(=O)(=O)c2cc(O)ccc2O)cc1C | 0.3 | 3 | -19 | . | . | -0.2 | -3 | 10
Cc1nn(C)c(=O)c(N)c1-c1cc(-c2ccc(Cl)c(Cl)c2)n[nH]1 | 0.0 | -3 | -9 | -6 | . | . | -3 | -9
C[C@@]12C(=O)Nc3cc(Cl)ccc3C(=O)N1[C@H]1c3cc(Cl)ccc3OC[C@@H]1[C@@H]2c1ccccc1 | 0.0 | -4 | -6 | -15 | -33 | -0.2 | 19 | 25
O=C(C[C@@H]1CC[C@@H]2[C@H](COC[C@@H](O)CN2C(=O)c2cnccn2)O1)NCc1ccc(Cl)cc1 | 0.2 | 5 | 2 | 7 | -2 | -0.2 | -4 | 0
O=C(NCCc1ccccc1)c1ccc(Cl)cc1[N+](=O)[O-] | 0.0 | -2 | -5 | 9 | 62* | . | -9 | -63
Cn1ncc(Cl)c1C(=O)N/N=C/c1cc2c(cc1[N+](=O)[O-])OCO2 | 0.4 | 2 | 7 | . | . | . | -8 | 3
O=C(Nc1ccc(C(=O)O)cc1)Nc1cccc([N+](=O)[O-])c1 | 0.2 | -5 | -22 | . | . | 2.4 | -4 | 4
Cc1ccc(NC(=O)Nc2ccccc2F)cc1S(=O)(=O)N1CCOCC1 | 0.0 | 1 | -8 | -12 | -1 | 0.6 | 6 | -2
CCc1nn2c(=O)cc(CSc3nc(C)cc(=O)[nH]3)nc2s1 | 0.0 | -3 | 4 | -8 | 2 | -1.4 | -1 | -8
CCCn1c(CN2CCN(C(=O)OCC)CC2)nc2c1c(=O)n(C)c(=O)n2C | 0.2 | -6 | -9 | -3 | 4 | -0.5 | 3 | 8
N#CC1(NC(=O)CSc2ccccn2)CCCCC1 | 0.0 | -8 | -3 | . | -5 | 0.7 | -5 | -3
CC(C)C[C@H]1COc2cccc(N3CCC[C@@H]3CO)c2S(=O)(=O)N1 | 0.1 | -5 | -28 | . | . | 2.2 | -4 | 3
CC(C)c1cc(C(=O)O)n(-c2ccccc2)n1 | . | -3 | -6 | -9 | 1 | . | . | 2
CCOc1ccc(NC(=O)CSc2nc3ccsc3c(=O)n2CCC(=O)O)cc1 | 0.0 | -1 | -2 | 1 | 4 | . | 1 | -1
